Assay outcomes (PubChem BioAssay)
ADAM17 inh: ADAM17 inhibitors, primary screen, biochemical, QFRET; AID 720648, 2013; inhibition, % at 6.95 µM; 370,000 compounds, 0.83% hits; recombinant ADAM17, EDANS/DABCYL FRET peptide cleavage;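 active = inhibition above the mean of compounds lying between control limits plus 3 SD, set per campaign, cut at about 8.5% in these data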;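 note: 0% = DMSO-only wells as the low control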
UHRF1 MBD2 ctr: UHRF1 methylated DNA binding inhibitors, primary screen, counter-screen for MBD2 inhibitor project, biochemical, TR-FRET, human UHRF1, single concentration; 370,000 compounds, 0.75% hits; E3 ubiquitin-protein ligase UHRF1 (Homo sapiens), Q96T88; UHRF1 binding to methylated oligo; inhibition, % at 4.4 µM; AID 687016, 2013; in the data active = inhibition above about 21%;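 note: UHRF1 SRA domain binding a hemimethylated CpG hairpin DNA probe; 0% = median of test compound wells and 100% = reference inhibitor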
Tn6 DDE FP: inhibitors of Tn6 peptide binding to fibrin DD(E), primary screen, biochemical, fluorescence polarization, human fibrin, Tn6 probe | Fibrinogen beta chain (Homo sapiens), P02675 | Fibrin DD(E) TRITC-Tn6 fluorescence polarization displacement | inhibition, % at 8.3 µM | 370,000 compounds, 0.21% hits;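 active = inhibition above a per-campaign cutoff: mean of compounds within control limits plus 3 SD, cut at about 15% in these data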;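 note: 0% = median of all compound wells on the plate and 100% = blocking peptide control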
KLK7 zymogen act: proKLK7 zymogen activators, primary screen, biochemical, fluorescence intensity | Kallikrein-7 (Homo sapiens), P49862 | purified proKLK7, EDANS-DABCYL substrate fluorescence; 100% is mature enzyme control, 0% vehicle | activation, % at 7 µM | 370,000 compounds, 0.9% hits;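 active = activation above the mean of all tested compounds plus 3 SD, computed per campaign excluding outliers beyond control limits, cut at about 13% in these data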
Target sequence (P49862 whole entry, looked up): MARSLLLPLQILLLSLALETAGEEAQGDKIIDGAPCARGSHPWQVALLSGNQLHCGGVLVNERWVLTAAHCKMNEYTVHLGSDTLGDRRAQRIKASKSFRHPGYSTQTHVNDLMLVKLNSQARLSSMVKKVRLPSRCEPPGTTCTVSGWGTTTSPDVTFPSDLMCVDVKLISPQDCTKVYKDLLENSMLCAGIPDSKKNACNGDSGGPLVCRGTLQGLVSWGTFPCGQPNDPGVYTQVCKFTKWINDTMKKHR
ARFGAP1 inh: inhibitors of rat ARFGAP1 GAP activity, primary screen, biochemical, fluorescence polarization, GDP tracer; inhibition, % at 16.5 µM; Arfgap1-stimulated ARF1 GTP hydrolysis, GDP FP detection; AID 651572, 2012; 360,000 compounds, 0.26% hits; ADP-ribosylation factor GTPase-activating protein 1 (Rattus norvegicus), Q62848;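 active = inhibition above a per-plate limit, mean inhibition of low control wells plus 3 SD, cut at about 25% in these data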;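 note: 0% = DMSO wells with enzyme and 100% = wells lacking Arfgap1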
Target sequence (Q62848 1-136 limits assumed): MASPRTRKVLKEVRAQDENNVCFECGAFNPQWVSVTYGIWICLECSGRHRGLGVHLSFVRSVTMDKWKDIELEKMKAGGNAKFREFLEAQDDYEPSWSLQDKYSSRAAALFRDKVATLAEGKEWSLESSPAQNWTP
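Material: rat Arfgap1 catalytic domain, aa 1-136; also added: human ARF1(Δ1-17)-GTP substrate; compound dosing: one concentration, 16.5 µM, DMSO 1.26%; incubation: GTP hydrolysis reaction 2 h at 25 °C; measured by: Tracer-displacement fluorescence polarization with EDTA stop, 620/688 nm; evaluation: % inhibition from polarization; repeats: one replicate per compound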
ASAP1 GAP inh: inhibitors of human ASAP1 ArfGAP activity, primary screen, biochemical, fluorescence polarization | Arf-GAP with SH3 domain, ANK repeat and PH domain-containing protein 1 (Homo sapiens), … | ASAP1-stimulated ARF1 GTP hydrolysis, GDP FP detection | inhibition, % at 16.5 µM | 360,000 compounds, 0.19% hits; in the data active = inhibition above about 25%;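 note: 0% = vehicle with enzyme and substrate and 100% = no enzyme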
Target sequence (Q9ULH1 325-724 limits assumed): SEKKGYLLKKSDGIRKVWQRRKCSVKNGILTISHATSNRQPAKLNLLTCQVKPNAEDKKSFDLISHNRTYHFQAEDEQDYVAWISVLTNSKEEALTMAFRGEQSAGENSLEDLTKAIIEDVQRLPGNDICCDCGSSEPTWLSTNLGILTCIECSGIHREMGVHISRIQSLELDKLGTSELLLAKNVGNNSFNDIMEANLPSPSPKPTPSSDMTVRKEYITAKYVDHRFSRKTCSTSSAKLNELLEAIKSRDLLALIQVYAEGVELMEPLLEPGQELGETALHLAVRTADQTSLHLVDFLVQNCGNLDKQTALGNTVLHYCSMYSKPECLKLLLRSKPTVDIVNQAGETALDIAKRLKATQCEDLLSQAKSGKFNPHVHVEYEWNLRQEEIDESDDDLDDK
DDE Tn7 FP inh: inhibitors of Tn7 peptide binding to fibrin DD(E), primary screen, biochemical, fluorescence polarization, human fibrin, Tn7 probe. Fibrinogen beta chain (Homo sapiens), P02675. FP displacement of FITC-Tn7 peptide from fibrin DD(E); 0% = median of compound wells per plate. inhibition, % at 8.3 µM. 370,000 compounds, 0.13% hits;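 active = inhibition above the mean of compounds falling within the control limits plus 3 SD of them, cut at about 14% in these data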;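 note: 0% = plate median of compound wells and 100% = 10 µM Aha-Tn7 peptide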
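Assay system: human fibrin DD(E). Input: DD(E) 2 µM final. Medium: Tris buffer with calcium and detergent, pH 7.8. Compound dosing: single point at 8.3 µM. Timing: 10 min plus 3 h, room temperature. Technique: fluorescence polarization of the labelled Tn7 tracer. Read-out: percent inhibition. Replicates: singlicate testing.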
PLC-beta3 inh: human PLC-beta3 inhibitors, primary screen, biochemical, fluorescence; 370,000 compounds, 0.18% hits; inhibition, % at 12.2 µM; Purified PLC-beta3, fluorogenic substrate; 1-phosphatidylinositol 4,5-bisphosphate phosphodiesterase beta-3 (Homo sapiens), Q01970; AID 720704, 2013; in the data active = inhibition above about 11%;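 note: 0% = median of compound wells on plate and 100% = full blocker control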
PLC-gamma1 inh: PLC-gamma1 enzyme inhibitors, primary screen, biochemical, fluorescence, purified enzyme; inhibition, % at 12.2 µM; 370,000 compounds, 0.84% hits; fluorogenic substrate; 1-phosphatidylinositol 4,5-bisphosphate phosphodiesterase gamma-1 (Homo sapiens), P19174; in the data active = inhibition above about 9.5%
MBD2 DNA inh: inhibitors of MBD2 binding to methylated DNA, primary screen, biochemical, TR-FRET, DNA-binding domain, human; MBD2 binding to methylated oligonucleotide; inhibition, % at 4.4 µM; 370,000 compounds, 0.31% hits; AID 686964, 2013; in the data active = inhibition above about 13%
* = called active by the depositor; nt = no result given.

SMILES	ADAM17 inh	UHRF1 MBD2 ctr	Tn6 DDE FP	KLK7 zymogen act	ARFGAP1 inh	ASAP1 GAP inh	DDE Tn7 FP inh	PLC-beta3 inh	PLC-gamma1 inh	MBD2 DNA inh
COc1ccccc1Sc1ccccc1/C=N/NC(N)=O	-2	2	3	0.1	-7	4	5	-1	-2	0
CSC1=N/C(=C/c2cccnc2)C(=O)N1Cc1ccc(Cl)cc1	-14	2	-5	-0.2	8	0	2	-21	-3	5
Cc1ccc(NC(=O)CCCCCN2C(=O)[C@@H]3Cc4ccccc4CN3C2=O)c(Cl)c1	3	-2	-5	-0.1	10	0	-1	-3	0	-1
CN(CC(=O)Nc1ccccc1C(F)(F)F)C(=O)COc1ccccc1Cc1ccccc1	2	0	-1	0.6	-7	-5	8	-6	0	3
CC(C)OCCCNC(=O)CN1CCN(Cc2ccccc2Cl)C1=O	-3	1	-6	0.2	-4	-5	-10	0	-4	4
COC(=O)[C@@]1(Cc2ccccc2)[C@H]2C(=O)N(C)C(=O)[C@H]2[C@H]2CN=C(SCc3ccccc3)N21	-1	0	1	-0.1	1	-1	-3	3	1	1
CCCCCCC1CC(CSC(=N)N)OC1=O (configuration not stated)	5	1	0	0.2	3	-15	11	6	11*	-2
CC1(C(=O)NC2CCc3ccccc32)CCN1CCc1ccccc1 (configuration not stated)	-4	2	-4	-0.2	-10	-7	1	1	0	1

(listing goes on)
SMILES	ADAM17 inh	UHRF1 MBD2 ctr	Tn6 DDE FP	KLK7 zymogen act	ARFGAP1 inh	ASAP1 GAP inh	DDE Tn7 FP inh	PLC-beta3 inh	PLC-gamma1 inh	MBD2 DNA inh
COC(=O)NNC(=O)c1ccccc1C	-2	6	-3	-0.2	18	6	-2	1	1	7
O=C1CNC(=O)c2cc(Cl)ccc2N1	-5	-1	7	0.2	7	-6	-4	-1	3	5
CSc1ccccc1C(=O)NC1CCCN(Cc2ccccc2F)C1 (configuration not stated)	2	0	5	0.1	-7	2	1	0	2	-1
COc1ccccc1N1CCN(C(=O)c2cc(-c3cccs3)on2)CC1	2	-2	-8	0.9	4	10	-7	1	2	1
O=C(Nc1ccccc1)c1cccc(N2C(=O)CCC2=O)c1	-4	0	5	0.3	3	1	4	3	1	1
O=C1CCCCC(=O)[C@H](OC(=O)c2ccccc2)C[C@H](c2ccccc2)O1	-2	0	6	-0.8	-2	4	-7	1	4	-6
O=C(O)CCC(=O)Nc1ccc(Cc2ccc(NC(=O)CCC(=O)O)c(O)c2)cc1O	-1	-1	5	0.4	-1	-11	8	-13	-10	-9
O=C(NCc1ccco1)c1ccccc1-c1nc(-c2ccc(F)cc2)no1	-2	-1	-6	-0.1	-5	-2	-5	-4	4	2

Ten entries from above, with two lines to a compound.
Values in the order: ADAM17 inh, UHRF1 MBD2 ctr, Tn6 DDE FP, KLK7 zymogen act, ARFGAP1 inh, ASAP1 GAP inh, DDE Tn7 FP inh, PLC-beta3 inh, PLC-gamma1 inh, MBD2 DNA inh
- CCCCCCC1CC(CSC(=N)N)OC1=O (configuration not stated)
 : 5, 1, 0, 0.2, 3, -15, 11, 6, 11*, -2
- CC1(C(=O)NC2CCc3ccccc32)CCN1CCc1ccccc1 (configuration not stated)
 : -4, 2, -4, -0.2, -10, -7, 1, 1, 0, 1
- COC(=O)NNC(=O)c1ccccc1C
 : -2, 6, -3, -0.2, 18, 6, -2, 1, 1, 7
- O=C1CNC(=O)c2cc(Cl)ccc2N1
 : -5, -1, 7, 0.2, 7, -6, -4, -1, 3, 5
- CSc1ccccc1C(=O)NC1CCCN(Cc2ccccc2F)C1 (configuration not stated)
 : 2, 0, 5, 0.1, -7, 2, 1, 0, 2, -1
- COc1ccccc1N1CCN(C(=O)c2cc(-c3cccs3)on2)CC1
 : 2, -2, -8, 0.9, 4, 10, -7, 1, 2, 1
- O=C(Nc1ccccc1)c1cccc(N2C(=O)CCC2=O)c1
 : -4, 0, 5, 0.3, 3, 1, 4, 3, 1, 1
- O=C1CCCCC(=O)[C@H](OC(=O)c2ccccc2)C[C@H](c2ccccc2)O1
 : -2, 0, 6, -0.8, -2, 4, -7, 1, 4, -6
- O=C(O)CCC(=O)Nc1ccc(Cc2ccc(NC(=O)CCC(=O)O)c(O)c2)cc1O
 : -1, -1, 5, 0.4, -1, -11, 8, -13, -10, -9
- O=C(NCc1ccco1)c1ccccc1-c1nc(-c2ccc(F)cc2)no1
 : -2, -1, -6, -0.1, -5, -2, -5, -4, 4, 2

Later entries.
SMILES	ADAM17 inh	UHRF1 MBD2 ctr	Tn6 DDE FP	KLK7 zymogen act	ARFGAP1 inh	ASAP1 GAP inh	DDE Tn7 FP inh	PLC-beta3 inh	PLC-gamma1 inh	MBD2 DNA inh
S=c1[nH]nc(-c2ccc3ccccc3n2)o1	-2	-1	-5	0.4	-12	12	4	-143	-134	-2
COc1cc(NC(=O)c2ccc(-c3cn[nH]c3)c3ccoc23)cc(OC)c1OC	-4	4	-5	-0.2	6	13	11	-22	-15	4
CCc1nc2ccc(C(=O)NCc3ccccc3)cc2nc1CC	-2	-1	0	0.6	8	2	6	3	0	3
COc1cccc(CNC(=O)C(c2ccc(Cl)cc2)C(C)C)c1 (configuration not stated)	-3	-2	-3	1.0	-3	0	-2	-1	1	3
CCn1ccnc1CN1CCC(n2nccc2NC(=O)c2ccccc2OC)CC1	2	-1	4	-0.2	-5	-8	0	-4	1	0
CC(C)(C)N(Cc1ccccc1)C(=O)COC(=O)c1ccccc1SCC(=O)N1CCCC1	0	0	-6	0.0	-12	-5	-8	1	0	-3
CCCCN1C[C@H](C)[C@@H](CC(=O)Nc2ccccc2)C1=O	-7	-1	-1	0.5	-7	-7	5	-3	1	3
COc1cc(/C=C/C(=O)OCC(=O)N2c3ccccc3CC2C)cc(OC)c1OC (configuration not stated)	-35	13	-8	-0.7	8	2	-2	-72	-60	1

Further entries follow:
SMILES	ADAM17 inh	UHRF1 MBD2 ctr	Tn6 DDE FP	KLK7 zymogen act	ARFGAP1 inh	ASAP1 GAP inh	DDE Tn7 FP inh	PLC-beta3 inh	PLC-gamma1 inh	MBD2 DNA inh
CCc1ccc(CN(C)C(=O)c2cccc(S(=O)(=O)Nc3ccccc3OC)c2)cc1	4	-1	2	0.3	-3	-4	-4	1	1	-1
COc1ccc(/C=N/NC(=O)CN2CCCC2)cc1	-4	0	1	-0.3	-4	4	9	-2	-2	0
O=C(O)CC1(CC(=O)Nc2ccccc2C(=O)c2ccccc2)CCCC1	5	4	11	-0.2	8	5	2	-2	3	-3
COc1cccc(-n2nnc3c(=O)n(Cc4cccc(F)c4)cnc32)c1	1	1	-4	0.2	6	13	-3	2	1	-1
Cc1nc(SCc2ccc(OCCC(C)C)cc2)n[nH]1	-2	3	-3	0.2	-4	5	13	-3	-3	8
CCSc1nc(C2CC2)cc(-c2cccs2)c1C#N	-4	0	3	-0.8	9	-8	-2	-5	-2	1
CC(C)(C)c1ccc(C(=O)Cn2cnnc2C#N)cc1	4	2	0	-0.3	1	-6	-7	-8	2	2
CC(=O)Nc1cc2nc3ccccc3oc-2cc1=O	-1	-1	5	-0.2	nt	14	2	4	1	-2

(further entries)
SMILES	ADAM17 inh	UHRF1 MBD2 ctr	Tn6 DDE FP	KLK7 zymogen act	ARFGAP1 inh	ASAP1 GAP inh	DDE Tn7 FP inh	PLC-beta3 inh	PLC-gamma1 inh	MBD2 DNA inh
Cc1ccc(NC(=O)COC(=O)CCCC2=NS(=O)(=O)c3ccccc3N2)cc1C	-2	0	8	0.1	-12	-5	5	-6	-5	2
CCN(CC)S(=O)(=O)c1ccc(C(=O)NCc2n[nH]c(=S)n2-c2ccc(Cl)c(Cl)c2)cc1	4	-3	6	-0.1	2	14	-9	3	3	-6
COc1ccc(CCN2C(=NC(=O)CCC(=O)O)SC3CS(=O)(=O)CC32)cc1 (configuration not stated)	-4	-2	2	0.7	-2	1	-1	1	-1	2
CC1CCN(C(=O)c2ncn3c2c(=O)[nH]c2ccccc23)CC1	-2	-1	2	-0.4	8	2	-9	4	0	-4
Cn1c(/C=C/N2CCOCC2)c(C(=O)c2ccc(Br)cc2)c(=O)n(C)c1=O	-4	-1	-9	0.6	-6	-4	-8	-4	-3	2
Cc1ccc(C(=O)OCC(=O)NC2CCS(=O)(=O)C2)c(C)c1 (configuration not stated)	-1	-1	6	0.5	-6	-8	-2	-4	-2	-1
COCc1cc([C@@H]2C[C@H]3CN(c4ccccc4)C(=O)[C@]34CCCN24)ccc1OC	1	0	-3	0.2	-6	8	-3	0	1	2
COC(=O)c1sccc1NC(=O)CN(C)NS(=O)(=O)c1ccc([N+](=O)[O-])cc1	2	-2	0	-0.1	-12	-3	2	-1	1	4

(list continues)
SMILES	ADAM17 inh	UHRF1 MBD2 ctr	Tn6 DDE FP	KLK7 zymogen act	ARFGAP1 inh	ASAP1 GAP inh	DDE Tn7 FP inh	PLC-beta3 inh	PLC-gamma1 inh	MBD2 DNA inh
Cc1cc(C)cc(NC(=S)NCc2cccs2)c1	1	0	8	0.0	1	5	-8	4	4	3
Cc1cc(C(F)(F)F)c2sc(N)nc2n1	-7	0	-4	-0.3	-2	-2	1	-3	-2	-3
CCCc1ccc(OCC(=O)Nc2cc(S(=O)(=O)CC)ccc2O)cc1	4	3	2	-0.1	5	2	1	3	1	0
OC(c1ccc(F)c(F)c1)c1nc(-c2cnc3ccccc3c2)cs1 (configuration not stated)	-2	1	-2	-0.3	14	14	0	-30	-7	3
O=C(c1cccc(Cl)c1)C1CCCN(C(=O)c2ccoc2)C1 (configuration not stated)	3	0	6	0.1	-14	-10	-4	3	7	1
Nc1c(C(=O)OCC2CCCO2)c2nc3ccccc3nc2n1C1CCCCC1 (configuration not stated)	-50	4	-5	-7.2	9	-1	-3	-50	-36	0
CCCCNC(C(=O)Nc1ccc([N+](=O)[O-])cc1Br)c1ccccc1 (configuration not stated)	-4	4	1	0.2	-3	7	-5	2	0	0
COc1ccc(/C(O)=C2/C(=O)C(=O)N(CCCN(C)C)C2c2cccc(Cl)c2)cc1OC (configuration not stated)	6	0	-9	0.2	8	8	-1	-7	-4	-1
